POLI inh: qHTS for Inhibitors of Polymerase Iota | AID 588590, 2011 | Pol iota fluorescent replication assay, 10 min | Potency, µM (titrated, usually from 115 µM), for inactives: at the top dose activity, negative = inhibition, most hits filed as inhibitors | 390,000 compounds, 1% hits | DNA polymerase iota (Homo sapiens), Q9UNA4
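Fluorescent replication assay read twice, at 0 min and 10 min after adding 50 nM (final) substrate. Enzyme (10 nM) and compounds were first incubated 15 min at room temperature; enzyme-free buffer wells were negative controls.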
Pol kappa inh: qHTS for Inhibitors of Polymerase Kappa; DNA polymerase kappa (Homo sapiens), Q9UBT6; 400,000 compounds, 0.53% hits; Potency, µM (doses to about 107 µM), for the others: top-dose activity, negative = inhibition, usual class: inhibitors; purified Pol kappa, fluorescent DNA synthesis assay, 10 min; note: % is set by controls: 0 for no effect and ±100 for the full control effect
Target sequence (Q9UBT6 whole entry, looked up): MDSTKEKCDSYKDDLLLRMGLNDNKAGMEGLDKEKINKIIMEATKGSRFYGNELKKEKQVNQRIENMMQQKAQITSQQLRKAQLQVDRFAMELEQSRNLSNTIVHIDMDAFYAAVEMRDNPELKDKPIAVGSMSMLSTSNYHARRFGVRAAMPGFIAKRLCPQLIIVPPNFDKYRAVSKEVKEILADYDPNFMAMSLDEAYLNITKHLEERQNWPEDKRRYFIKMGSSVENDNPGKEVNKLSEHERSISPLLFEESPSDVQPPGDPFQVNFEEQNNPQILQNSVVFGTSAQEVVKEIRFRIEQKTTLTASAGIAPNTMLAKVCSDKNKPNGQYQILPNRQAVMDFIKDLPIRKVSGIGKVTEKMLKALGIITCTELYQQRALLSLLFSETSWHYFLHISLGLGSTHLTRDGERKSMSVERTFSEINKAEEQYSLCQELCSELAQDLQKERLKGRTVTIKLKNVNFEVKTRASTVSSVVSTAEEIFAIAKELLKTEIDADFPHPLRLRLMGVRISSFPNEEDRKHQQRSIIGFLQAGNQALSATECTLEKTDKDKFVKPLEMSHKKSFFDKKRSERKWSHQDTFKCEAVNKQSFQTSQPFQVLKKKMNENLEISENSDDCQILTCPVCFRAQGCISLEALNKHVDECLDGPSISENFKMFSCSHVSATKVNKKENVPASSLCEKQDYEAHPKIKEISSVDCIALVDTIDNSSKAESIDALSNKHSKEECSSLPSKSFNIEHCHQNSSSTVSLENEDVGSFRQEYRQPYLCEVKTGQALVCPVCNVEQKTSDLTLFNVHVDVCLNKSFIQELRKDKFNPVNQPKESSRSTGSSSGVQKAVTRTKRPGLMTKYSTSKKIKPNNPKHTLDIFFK
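Readout: fluorescence, taken kinetically at 0 and 10 min. Conditions: 10 nM Pol kappa, 15 min RT compound preincubation, 50 nM substrate final. Controls: enzyme-free buffer wells.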
BAZ2B inh: qHTS Assay for Inhibitors of BAZ2B; Bromodomain adjacent to zinc finger domain protein 2B (Homo sapiens), Q9UIF8; AlphaScreen BAZ2B-H3K14Ac peptide displacement; Potency, µM (top dose mostly 114 µM), for inactives: at the top dose activity change, negative = inhibition, actives largely listed as inhibitors; 360,000 compounds, 4.4% hits; note: % is set by controls: 0 for no effect and ±100 for the full control effect; nearly all actives have a fitted effect of over 60% in size
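BAZ2B (50 nM) with biotin-H3(5-23)K14Ac peptide (50 nM) in PBS pH 7.4, 0.01% Tween-20, preformed 30 min, then compound 30 min at room temperature; top concentration 110uM. AlphaScreen streptavidin donor/nickel chelate acceptor beads (10 ug/mL final), 20 min dark, signal read.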
POLB inh: qHTS Assay for Inhibitors of DNA Polymerase Beta. P06746. Pol beta primer extension/strand displacement, fluorescence kinetic. Potency, µM (titrated, usually from 114 µM), for the others: at the highest dose activity change, negative = inhibition, actives largely listed as inhibitors. 340,000 compounds, 1.3% hits. AID 485314, 2010; note: % is set by controls: 0 for no effect and ±100 for the full control effect
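Kinetic readout of DNA synthesis with strand displacement by Pol beta. Compound and 10 nM enzyme sit 15 min at room temperature; 50 nM substrate starts the reaction, read immediately and at 10 min.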
G9a inh: qHTS Assay for Inhibitors of Histone Lysine Methyltransferase G9a; G9a H3K9 monomethylation, AlphaScreen, 2 h; Potency, µM (top dose mostly 102 µM), for the others: at the highest dose activity, negative = inhibition, usual class: inhibitors; 350,000 compounds, 8.8% hits; note: % is set by controls: 0 for no effect and ±100 for the full control effect; nearly all actives have a fitted effect of over 75% in size
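G9a (20 nM) was preincubated 15 min with compound, then reacted 2 h at room temperature with 500 nM biotin-H3K9 peptide and 20 µM SAM. Monomethyl-H3K9 detected by AlphaScreen using anti-H3K9me1 antibody.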
BLM helicase inh: qHTS Assay for Inhibitors of Bloom's syndrome helicase (BLM) | RecQ-like DNA helicase BLM (Homo sapiens), P54132 | recombinant BLM DNA unwinding, fluorescence dequenching | Potency, µM (highest dose often 56.1 µM), for inactives: top-dose activity change, negative = inhibition, actives largely listed as inhibitors | 350,000 compounds, 0.2% hits;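 note: plate controls were vehicle for no effect and no enzyme for full effect; nearly all actives have a fitted effect of over 35% in size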
Pol eta inh: qHTS for Inhibitors of Polymerase Eta. DNA polymerase eta (Homo sapiens), Q9Y253. 390,000 compounds, 1.2% hits. recombinant Pol eta, fluorescent DNA replication assay. AID 588591, 2011. Potency, µM (highest dose often 114 µM), for the others: at the highest dose activity change, negative = inhibition, actives largely listed as inhibitors; note: % is set by controls: 0 for no effect and ±100 for the full control effect
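Pol eta at 10 nM preincubated with compounds 15 min at room temperature; reaction started with fluorescent substrate (50 nM final) and read kinetically at 0 and 10 min.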
Anesthetic bind: qHTS Assay for Identification of Novel General Anesthetics; AID 485281, 2010; 350,000 compounds, 0.074% hits; Potency, µM (top dose mostly 77.5 µM), for the others: at the top dose activity change, negative = displacement, hits mostly inhibitors; apoferritin/1-aminoanthracene competitive binding, fluorescence; Ferritin light chain (Equus caballus), P02791; note: % is set by controls: 0 for no effect and ±100 for the full control effect; nearly all actives have a fitted effect of over 20% in size
Target sequence (P02791 2-175 limits assumed): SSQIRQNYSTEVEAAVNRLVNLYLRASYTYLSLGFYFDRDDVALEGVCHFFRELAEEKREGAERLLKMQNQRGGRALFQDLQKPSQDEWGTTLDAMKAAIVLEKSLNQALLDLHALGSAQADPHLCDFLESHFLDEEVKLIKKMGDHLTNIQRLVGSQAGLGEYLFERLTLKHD
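Horse-spleen apoferritin (10 uM) was mixed with 50% saturated 1-aminoanthracene in PBS, exposed to compounds for 10 min at room temperature, and read for fluorescence (ex 380 nm, em 535 nm). Competitive displacement was fitted with a four-parameter Hill equation.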
APE1 inh: qHTS Assay for Inhibitors of the Human Apurinic/apyrimidinic Endonuclease 1 (APE1) | DNA repair nuclease/redox regulator APEX1 (Homo sapiens), P27695 | recombinant APE1, TAMRA/BHQ-2 abasic DNA cleavage fluorescence | Potency, µM (highest dose often 65.8 µM), without a hit: at the top dose activity change, negative = inhibition, actives largely listed as inhibitors | 350,000 compounds, 0.35% hits;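 note: plate controls were vehicle for no effect and reference inhibitor for full effect; nearly all actives have a fitted effect of over 55% in size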
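Enzyme (0.75 nM final) and test compound are incubated 15 min at room temperature before adding 50 nM quenched THF abasic-site duplex. Cleavage dequenches TAMRA, followed at 525/598 nm over three reads one minute apart.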
An asterisk follows results filed as active; ? = inconclusive; / = not tested or not shown; & = joins results of further samples; [ ] = dose if it differs, or a comment. Calls come from the whole dose curve; as a rule, active = well fitted curve in the direction sought with a large enough effect; inconclusive = small, poorly fitted or top-dose-only effect, or another doubt; inactive = no such curve, though single readings can be large; an effect the other way counts as inactive or inconclusive. Potency is the fitted concentration of half-maximal effect. Some of the compounds tested. The share of hits here may be higher or lower than overall.

1: O=C(CNC(=O)C1COc2ccccc2O1)N/N=C\c1ccccc1Cl (stereo unspecified)
2: CC(C)(CO)NCc1c(OCc2ccc(Cl)cc2)ccc2ccccc12
3: COC(=O)C/C(N)=C(\C#N)C(=O)OC
4: O=C(c1ccc(C(F)(F)F)cc1)C1CCCN(C(=O)CCN2CCCO2)C1 (stereo unspecified)
5: COc1ccc(CNc2ncccc2[N+](=O)[O-])cc1
6: COCc1ccc(C(=O)N2CCCC(N(C)CCc3ccc(OC)c(OC)c3)C2)s1 (stereo unspecified)

compound no.	1	2	3	4	5	6
POLI inh	1%	-11%	9%	15%	-14%	8%
Pol kappa inh	-20%	-12%	-1%	-11%	-6%	-1%
BAZ2B inh	-27%	-5%	-2%	4%	?	-3%
POLB inh	8%	-75%	1%	5%	41%	29%
G9a inh	5%	12%[0.501 µM]	5%	-1%	?	-7%
BLM helicase inh	0%	3%	0%	-2%	-1%	-3%
Pol eta inh	-2%	2%	3%	-4%	-15%	-17%
Anesthetic bind	?	-12%	3%	-15%	-12%	-6%
APE1 inh	80%[activator]	-7%	?	3%	0%	-7%

7: CCN1C(=O)/C(=C/c2ccc(OC)c(OC)c2)N=C1SCC(=O)NCc1ccco1
8: Fc1ccc(-n2nnc(-c3cccnc3)n2)cc1
9: Cc1cc(NC(=O)COC(=O)c2cc3c(s2)CCC(C)C3)no1 (stereo unspecified)
10: Nc1cc(N)nc(SCC(=O)NCCC2=CCCCC2)n1
11: COc1ccc(S(=O)(=O)NNC(=O)c2ccc([N+](=O)[O-])cc2)cc1
12: C/C(=N\Nc1nncc2ccccc12)c1ccc(Cl)c([N+](=O)[O-])c1

compound no.	7	8	9	10	11	12
POLI inh	155%[activator]	-2%	-1%	21%	-23%	21%
Pol kappa inh	-3%	-9%	-2%	-18%	17%	7%
BAZ2B inh	-2%	-16%	-1%	-7%	?	-18%
POLB inh	-7%	-8%	-14%	/	-10%	52%
G9a inh	6%[59 µM]	?	7%[59 µM]	3%	-5%[0.501 µM]	?
BLM helicase inh	-3%	2%	1%	/	0%	1%
Pol eta inh	-17%	-11%	0%	1%	-8%	-3%
Anesthetic bind	-12%	-10%	-19%	/	-8%	-13%
APE1 inh	0%	3%	-4%	8%	-21%	-3%

13: O=S(=O)(c1cccc(NC(=S)N2CCN(c3ccccc3)CC2)c1)C(F)F
14: CCc1ccc(/C=N/NC(=O)c2nnn(-c3nonc3N)c2CN2CCc3ccccc32)cc1
15: Cc1ccccc1-n1nc(SCC(=O)O)sc1=S
16: CC(=O)Nc1nc(C(F)(F)F)cs1
17: COc1ccc(OC)c(-c2nnc3n2N=C(c2ccc(OC(F)F)c(OCC4CC4)c2)CS3)c1
18: Cc1cc(C(=O)COC(=O)CN=C2NS(=O)(=O)c3ccccc32)c(C)n1CCc1ccc(Cl)cc1

compound no.	13	14	15	16	17	18
POLI inh	4%	39%[activator]	10%	16%	?	22%
Pol kappa inh	-19%	-5%	5%	-1%	-31%	-12%
BAZ2B inh	-11%	-26%	-27%	5%	/	-34%
POLB inh	10%	6%	2%	7%	/	12%
G9a inh	16%	?	50µM*	12%	/	6%[59 µM]
BLM helicase inh	-2%	-12%	-4%	2%	/	-8%
Pol eta inh	-17%	-10%	-15%	-5%	-24%	-8%
Anesthetic bind	-1%	-18%	-7%	0%	/	-21%
APE1 inh	-2%	-2%	1%	-3%	19%&-8%	2%

19: Cc1ccc2c(c1)N(CC(=O)N1CCCCC1c1cccnc1)C(=O)CO2 (stereo unspecified)
20: Fc1ccc(Cl)cc1-c1nc(Nc2ccncc2)c2nccnc2n1
21: O=C(Nc1nnc(-c2ccccc2)o1)c1cc(Cl)sc1Cl
22: COc1ccc(NC(=O)CN(c2ccc(OC)c(Cl)c2)S(=O)(=O)c2ccccc2)cc1
23: COc1ccc(N2CCN(C(=O)c3ccccc3Br)CC2)c([N+](=O)[O-])c1
24: CCCc1nnc(NC(=O)COc2ccc3c(c2)OCO3)s1

compound no.	19	20	21	22	23	24
POLI inh	-20%	/	10%	-17%	16%	31%[activator]
Pol kappa inh	14%	-6%[60.1 µM]	2%	-3%	2%	-1%
BAZ2B inh	11%	/	48%[activator]	1%	-30%	-17%
POLB inh	-15%	/	8%	5%	-1%	19%
G9a inh	-8%[12.7 µM]	/	29%[59 µM]	-12%[0.501 µM]	56µM*	5%
BLM helicase inh	-2%	-2%	-2%	-10%	1%	-2%
Pol eta inh	-10%	/	-4%	-6%	-14%	-17%
Anesthetic bind	-2%	1%	6%	6%	?	-4%
APE1 inh	1%	-12%	-6%	-17%	-2%	27%

25: CCOc1ccc(C2C(C(=O)c3ccc(C)o3)=C(O)C(=O)N2CCCN(CC)CC)cc1 (stereo unspecified)
26: COc1ccc(CC(NC(C)=O)C(=O)NC2CCN(S(=O)(=O)c3ccccc3)CC2)cc1OC (stereo unspecified)
27: COc1cccc(Nc2cc(-c3ccccc3)nc(C)n2)c1
28: Cc1ccc(C)c(S(=O)(=O)N2CCN(c3ncccn3)CC2)c1
29: NS(=O)(=O)c1cccc(NC(=O)CN2C(=O)C(=O)N(Cc3ccccc3)C2=O)c1
30: CCCCCCC(=O)N/N=C1\CCCc2ccccc21

compound no.	25	26	27	28	29	30
POLI inh	3%	7%[58.9 µM]	0%	63%[activator]	0%	/
Pol kappa inh	0%	-7%	-4%	-10%	-9%	-10%
BAZ2B inh	3%	26%	5%	-1%	/	11%
POLB inh	-11%	3%	0%	-21%	/	9%
G9a inh	?	-7%[59 µM]	-2%[59 µM]	35%	/	20%
BLM helicase inh	-4%	1%	-8%	-3%	/	-1%
Pol eta inh	0%	-10%	-25%	-19%	-3%	-24%
Anesthetic bind	-8%	-9%	-3%	-10%	/	-1%
APE1 inh	-5%	0%	/	4%	25%	3%

31: CCN(CC)C(=O)CSc1nc2c(sc(=S)n2-c2ccccc2)c(=O)n1Cc1ccco1
32: O=C(c1ccccc1NS(=O)(=O)c1ccc(Br)s1)N1CCCC1
33: CC(C)(C)OC(=O)C[C@@H]1C/C=C\C[C@H](CC(=O)NCCO)C(=O)NC[C@H](c2ccccc2)OC1=O
34: CC(=O)c1cccc(NC(=O)Nc2nnc(N3CCCC3)s2)c1
35: COC(=O)C1CC(=O)N(c2ccc(OCc3ccccc3Cl)cc2)C1 (stereo unspecified)
36: COc1cc2c(=O)n(Cc3ccco3)c(=O)n(CC(=O)c3ccc(Br)cc3)c2cc1OC

compound no.	31	32	33	34	35	36
POLI inh	?	5%	20%	11%	50%[activator]	0%
Pol kappa inh	?	-8%	-11%	-18%	-5%	1%
BAZ2B inh	56µM*	0%	/	-15%	-1%	-3%
POLB inh	?	-13%	/	6%	0%	2%
G9a inh	40µM*	-3%[59 µM]	/	-23%[59 µM]	-12%[0.501 µM]	2%[12.7 µM]
BLM helicase inh	-12%	0%	/	-2%	-5%	-3%
Pol eta inh	-30%	-2%	-9%	-9%	-17%	-12%
Anesthetic bind	?	5%	/	0%	?	-2%
APE1 inh	-1%	1%	-7%	/	16%	-4%

Only Pol eta inh, G9a inh and BLM helicase inh, for four of the compounds above:
| entry | mol | Pol eta inh | G9a inh | BLM helicase inh |
| --- | --- | --- | --- | --- |
| 31 | CCN(CC)C(=O)CSc1nc2c(sc(=S)n2-c2ccccc2)c(=O)n1Cc1ccco1 | -30% | 40µM* | -12% |
| 32 | O=C(c1ccccc1NS(=O)(=O)c1ccc(Br)s1)N1CCCC1 | -2% | -3%[59 µM] | 0% |
| 33 | CC(C)(C)OC(=O)C[C@@H]1C/C=C\C[C@H](CC(=O)NCCO)C(=O)NC[C@H](c2ccccc2)OC1=O | -9% | / | / |
| 34 | CC(=O)c1cccc(NC(=O)Nc2nnc(N3CCCC3)s2)c1 | -9% | -23%[59 µM] | -2% |

(list continues)
37: COc1ccc(S(=O)(=O)N2CCCCC2)cc1NC(=O)C1CSC2(C)CCC(=O)N12 (stereo unspecified)
38: CCOC(=O)Cc1csc(NC(=O)CCCC(=O)O)n1
39: Cc1ccc(C)c(NC(=O)COC(=O)CCC(=O)c2cccs2)c1
40: COc1cccc(-c2ccc(SCC(=O)c3ccccc3)nn2)c1
41: Cc1cc(O)c2/c(=N\N)c(-c3csc(C)n3)coc2c1
42: O=Cc1cn(-c2ccccc2)nc1-c1ccc2c(c1)OCCO2
43: COc1cc(N2C(=O)c3ccccc3C2=O)c(Cl)cc1C(=O)OCC(=O)N(C)C
44: CN=C1SC(CC(=O)Nc2cc(Cl)ccc2Cl)C(=O)N1C (stereo unspecified)
45: CCOC(=O)c1ccc2c(c1)N(Cc1ccccc1)C(=O)c1ccccc1S2

compound no.	37	38	39	40	41	42	43	44	45
POLI inh	-16%	-8%[58.9 µM]	3%	33%[activator]	31%[activator]	?	125%[activator]	4%	0%
Pol kappa inh	-8%	-7%	-6%	-1%	6%	-8%	1%	-1%	-11%[60.1 µM]
BAZ2B inh	-10%	2%	-11%	3%	-13%	4%	-9%	-6%	14%
POLB inh	2%	69%[activator]	20%	-2%	-1%	-16%	91%	?	24%
G9a inh	/	/	-3%	-24%	-4%[59 µM]	6%[59 µM]	-10%	?	21%[59 µM]
BLM helicase inh	-1%	-1%	-2%	-6%	-3%	-4%	-3%	-2%	-19%
Pol eta inh	1%	-21%	-19%	-18%	-11%	-7%	-6%	-18%	-19%
Anesthetic bind	-6%	3%	-18%	?	3%	-1%	-12%	?	-14%
APE1 inh	8%	5%	1%	?	10%	3%	0%	4%	/
